# Compound activity from PubChem BioAssay.
# FID counter – compounds displacing fluorescent DNA intercalator, primary screen, artefact control for HCV NS3 helicase inhibitor project, biochemical, FID fluorescence. DNA fluorescent intercalator displacement. actives 0.17% (n = 290,000). inhibition, % at 7.9 µM; in the data active = inhibition above about 37%;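 note: 0% = vehicle and 100% = reference compound; higher means more ethidium bromide displaced from hairpin DNA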
# GPR7 antagonist – GPR7 receptor antagonists, primary screen, cell-based, fluorescence, single concentration. Neuropeptides B/W receptor type 1 (Homo sapiens), P48145. actives 1.1% (n = 290,000). GPR7-expressing cells, fluorescence antagonist assay. inhibition, % at 4.4 µM; in the data active = inhibition above about 16%, passing the limit was not always enough;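 note: cells stimulated with the agonist NPW; 0% = agonist with vehicle and 100% = vehicle without agonist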
# Target sequence (P48145 whole entry, looked up): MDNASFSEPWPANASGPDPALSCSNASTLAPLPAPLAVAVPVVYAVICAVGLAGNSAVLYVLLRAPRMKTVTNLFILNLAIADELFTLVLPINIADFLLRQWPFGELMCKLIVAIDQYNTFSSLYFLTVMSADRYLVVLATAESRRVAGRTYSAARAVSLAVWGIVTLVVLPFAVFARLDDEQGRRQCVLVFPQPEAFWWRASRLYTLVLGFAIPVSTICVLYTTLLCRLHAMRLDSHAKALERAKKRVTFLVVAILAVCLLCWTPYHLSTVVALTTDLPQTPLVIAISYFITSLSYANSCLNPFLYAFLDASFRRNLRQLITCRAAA
# VIM-2 inh – VIM-2 metallo-beta-lactamase inhibitors, primary screen, biochemical, epi-absorbance readout, Pseudomonas aeruginosa enzyme; actives 0.89% (n = 290,000); inhibition, % at 5.6 µM; purified VIM-2, nitrocefin hydrolysis, epi-absorbance fluorescence;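 active = inhibition above the mean of all tested compounds plus 3 SD, cutoff set per screening run, cut at about 7.5% in these data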;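 note: red hydrolysis product quenches plate fluorescence so inhibitors raise well fluorescence; 0% = enzyme with DMSO and 100% = DMSO without enzyme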
# GalR3 antagonist – GalR3 antagonists in HEK293 cells, primary screen, cell-based, fluorescence readout | HEK293 GalR3-CNG cAMP membrane potential fluorescence; galR3 body fused to GalR1 C-terminus | actives 0.44% (n = 360,000) | inhibition, % at 3 µM;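 active = inhibition above the screen-wide average plus 3 SD, cut at about 13% in these data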;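 note: forskolin and galanin both at EC90 stimulate the cells; cAMP rise reported by CNG channel membrane potential dye signal; 0% = forskolin plus galanin with DMSO and 100% = forskolin alone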
# PHOSPHO1 block – PubChem AID 1565 | Phosphoethanolamine/phosphocholine phosphatase (Homo sapiens), Q8TCT1 | recombinant PHOSPHO1, absorbance phosphatase assay | inhibition, % at 13.3 µM | actives 1.1% (n = 290,000); in the data active = inhibition above about 60%
# Target sequence (Q8TCT1 whole entry, looked up): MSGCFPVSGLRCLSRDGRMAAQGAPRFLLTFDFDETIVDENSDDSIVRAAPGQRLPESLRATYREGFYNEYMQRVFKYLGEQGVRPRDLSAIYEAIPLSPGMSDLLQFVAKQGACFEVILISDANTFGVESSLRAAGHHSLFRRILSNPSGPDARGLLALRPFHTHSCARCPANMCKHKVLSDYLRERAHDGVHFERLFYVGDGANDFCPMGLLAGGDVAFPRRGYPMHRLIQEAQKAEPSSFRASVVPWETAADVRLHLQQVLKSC
# OXTR agonist – human OXTR agonists, primary screen, fluorescence, CHO-OTR cells, Fluo-8 calcium. Oxytocin receptor (Homo sapiens), P30559. Fluo-8 calcium fluorescence; normalized: DMSO 0%, oxytocin 100%. activation, % at 3 µM. actives 0.32% (n = 320,000). AID 2435, 2010;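 active = activation above the mean of all tested compounds plus 3 SD, cutoff set per screening run, cut at about 20% in these data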;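 note: peak over basal fluorescence ratio from a 100 s FLIPR kinetic read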
# Target sequence (P30559 whole entry, looked up): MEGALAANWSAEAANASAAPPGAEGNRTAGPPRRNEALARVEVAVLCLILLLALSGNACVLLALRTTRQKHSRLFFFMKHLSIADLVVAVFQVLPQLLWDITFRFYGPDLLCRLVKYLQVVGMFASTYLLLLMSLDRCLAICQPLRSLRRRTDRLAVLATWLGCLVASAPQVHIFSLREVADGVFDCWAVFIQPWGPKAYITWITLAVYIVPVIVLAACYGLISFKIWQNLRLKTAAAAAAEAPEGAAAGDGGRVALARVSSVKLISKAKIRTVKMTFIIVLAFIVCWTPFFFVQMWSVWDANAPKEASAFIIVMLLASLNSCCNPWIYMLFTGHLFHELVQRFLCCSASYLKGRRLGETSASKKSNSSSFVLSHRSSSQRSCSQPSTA
# V1R ag counter – agonists of human V1a receptor, primary screen, counter-screen for OXTR agonist project, fluorescence, CHO-V1R cells | Vasopressin V1a receptor (Homo sapiens), P37288 | Fluo-8 calcium fluorescence, agonist mode; 0% DMSO, 100% 3 nM vasopressin | activation, % at 3 µM | actives 0.25% (n = 320,000);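 active = activation above the mean activation of all tested compounds plus 3 SD, per screening run, cut at about 20% in these data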;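 note: signal is peak over basal fluorescence ratio across a 100 second FLIPR read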
# IMP-1 inh – IMP-1 metallo-beta-lactamase inhibitors, primary screen, biochemical, epi-absorbance readout, Pseudomonas aeruginosa enzyme | metallo-beta-lactamase IMP-1 (Pseudomonas aeruginosa) | AID 1556, 2009 | actives 0.45% (n = 290,000) | purified IMP-1, nitrocefin hydrolysis, epi-absorbance fluorescence | inhibition, % at 5.6 µM;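 active = inhibition above the mean plus 3 SD of all compounds in the same screening run, cut at about 4.5% in these data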;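 note: 0% = IMP-1 with DMSO and 100% = DMSO wells lacking enzyme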
#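 System: purified recombinant IMP-1 beta-lactamase. Medium: Zinc- and detergent-supplemented HEPES buffer, pH 7.1. Compound: one 5.6 µM dose […]. Schedule: 15 min preincubation plus 25 min reaction at 25 °C. Technique: Epi-absorbance fluorescence, 480 nm excitation, 530 nm emission.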
# NS3 helicase inh – inhibitors of HCV NS3 helicase, primary screen, biochemical, Cy5 molecular beacon fluorescence; Hepatitis C virus NS3 helicase; NS3 helicase DNA unwinding; inhibition, % at 10.9 µM; actives 0.56% (n = 290,000);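 active = inhibition above the mean of all tested compounds plus 3 SD, set per campaign, cut at about 35% in these data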;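 note: 0% = DMSO wells and 100% = thioflavine S control wells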
#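 Measured by: Cy5 fluorescence, 0 and 60 min reads / Assay system: NS3 helicase fragment of HCV / Control set: low DMSO, high thioflavine S at 110 µM / Times: 1 h reaction at 25 °C, ATP-initiated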
# Numbers without * were called inactive; . = no result given.
# The line under a structure holds: FID counter	GPR7 antagonist	VIM-2 inh	GalR3 antagonist	PHOSPHO1 block	OXTR agonist	V1R ag counter	IMP-1 inh	NS3 helicase inh
CC(=O)Nc1nc(-c2ccc(Cl)cc2)ns1
  2.7	-8.5	-0.3	-11.3	-8.2	4.5	4.6	0.1	5.2
O=C(COC(=O)c1ccc[nH]c1=O)Nc1ccc(S(=O)(=O)N2CCCC2)cc1
  -1.9	1.3	-1.9	-3.3	10.0	0.1	4.3	-2.1	2.2
Cc1ccc(NC(=O)C2CCCN(C(=O)c3ccc(Cl)cc3)C2)cc1 (stereo unspecified)
  -14.4	-10.4	-0.9	4.3	26.7	-0.4	1.5	-3.0	-0.7
COc1ccc(-c2nn(-c3ccccc3)cc2/C=N/NC(=O)c2cccc(S(=O)(=O)Nc3ccccc3OC)c2)cc1
  -4.2	7.7	0.5	-5.8	0.7	0.1	1.1	-1.7	-3.4
N#Cc1cc(N)ccc1Sc1ccc(Cl)cc1
  6.4	-11.5	-5.4	-2.1	-19.0	-1.4	-0.7	-1.4	-9.2
COCCn1c(SCC(=O)Nc2ncc(Cl)c(C)c2Cl)nc2ccccc21
  -30.5	-13.6	-1.9	-4.3	-112.6	-2.0	-0.6	-2.2	-3.1
CCNC(=O)COc1ccc(F)cc1C(=O)c1cnn(-c2ccccc2)c1
  -36.6	18.1	0.9	8.5	26.5	1.4	3.1	0.7	12.8
O=C(Nc1nc2cc3c(cc2s1)OCO3)c1cccc(N2C(=O)CCC2=O)c1
  0.3	11.7	-0.1	3.7	46.4	1.2	0.0	-1.5	11.0
CC1CCN(c2ccc(NC(=O)c3cccnc3Cl)cc2)CC1
  -2.8	-5.3	-5.3	-4.7	1.2	1.3	1.8	-3.1	1.1
COc1ccc(COc2cc(-c3cccc(OC)c3)nc3ccc(NC(=O)c4ccccc4)cc23)cc1
  -4.5	8.0	-0.7	-6.5	-3.8	-1.0	0.2	-0.2	-13.3
CC(=O)c1c(C)[nH]c(C(=O)N2CCN(c3ccccn3)CC2)c1C
  -20.0	2.2	-4.9	-4.4	46.3	4.4	4.8	-4.3	6.5
O=C1c2ccccc2NC(c2ccc3c(c2)OCO3)N1O (stereo unspecified)
  2.2	-6.0	-2.8	-1.2	45.9	-1.1	1.3	-3.6	2.6
Cc1ccc(OCC(=O)NCCNC(=O)c2ccc(C)nc2)cc1
  -6.2	-1.7	-2.5	-5.7	19.4	-0.1	-0.4	-0.6	-4.2
CCOC(=O)Cc1csc(SCc2nc3sc4c(c3c(=O)[nH]2)CCC4)n1
  -23.4	-6.6	-2.6	-1.1	9.1	1.1	3.8	-3.9	-2.8
Cc1ccsc1C(=O)N1CCc2ccccc2C1
  -13.9	-1.4	-0.6	-3.2	22.6	-1.5	-0.5	-3.1	-1.0
COC(=O)c1c(N2C(=O)Nc3ccccc3N2O)sc(C)c1C
  -32.5	-10.7	-1.8	-2.3	-9.9	-0.8	0.3	-2.8	-3.8
COc1ccc(/C=N/NC(=O)c2nnn(-c3nonc3N)c2-c2cccc(OC)c2)cc1
  -19.1	-12.7	-0.4	-9.2	27.9	16.5	26.0*	-2.5	-7.6
CCOc1cc(CNn2cnnc2SCC(=O)NC(C)(C)C)ccc1OCC(=O)NC(C)(C)C
  -28.9	-10.8	-1.1	-3.5	22.6	-0.1	0.5	-1.4	-4.4
CSc1ccccc1NC(=O)COC(=O)c1c[nH]c(=O)[nH]c1=O
  -1.0	1.9	1.9	2.4	6.1	0.1	-0.2	-0.5	7.3
Cc1ccc(NC(=O)CSc2nsc(SCC(=O)Nc3ccc(C)cc3C)c2C#N)c(C)c1
  10.0	-3.4	-0.3	-7.0	-23.9	-0.6	0.2	-4.6	-12.8
CN(C)c1nc(N(C)C)nc(N2CC(CCl)OC2=N)n1 (stereo unspecified)
  -2.8	-5.6	0.6	1.1	7.5	-1.6	0.2	-2.8	8.1
O=C(O)c1ccc(CNC(=O)c2ccccc2NC(=O)c2cccc([N+](=O)[O-])c2)cc1
  -16.6	-3.6	-1.0	-3.0	-23.2	-0.7	0.9	-3.7	-7.8
O=C(N/N=C/c1cccnc1)c1cc(-c2cccs2)nc2ccccc12
  -6.0	-1.6	-4.0	-0.7	-11.3	1.9	0.6	-0.8	-12.9
COc1c2ccoc2c(OC)c2oc(=O)ccc12
  .	.	.	-4.4	8.5	-1.6	-0.8	.	.
COc1cc(S(=O)(=O)N2CCOCC2)c(OC)c(S(=O)(=O)N2CCOCC2)c1
  -4.3	-15.3	-0.3	-3.6	.	-0.2	0.6	-5.3	0.7
CCOC(=O)N1CCN(C(=O)c2ccc3nc(N4CCC(C)CC4)sc3c2)CC1
  -41.6	7.2	-3.1	-0.9	-5.3	5.5	1.6	-2.9	-7.5
CC(=O)NC1c2ccccc2C(=O)N1Cc1ccccc1 (stereo unspecified)
  -3.8	-21.9	-1.7	-2.8	48.9	-0.5	-1.0	-5.2	2.1
CCOc1ccc(Cc2n[nH]c(=S)n2N)cc1
  -3.8	-5.9	-5.2	-2.2	-21.1	-1.3	0.2	-2.5	-2.5
O=C(NCCCn1ccnc1)C(F)(F)C(F)(F)C(=O)NCCCn1ccnc1
  5.3	3.1	1.3	-2.6	-2.4	-0.4	1.5	-0.6	-5.3
COc1ccccc1/C=C/C=N/n1c(-c2ccc(C)cc2)n[nH]c1=S
  -26.0	-2.2	-1.6	1.0	85.9*	-2.6	-1.5	-2.0	-11.0
CN(CCC#N)C(=O)COC(=O)c1ccc(Cl)cc1O
  -0.6	-18.2	-2.4	0.8	-3.1	-0.1	-0.2	-3.5	7.7
CCOc1ccccc1-c1c2cc(O)c(=O)cc-2oc2cc(O)c(O)cc12
  -16.6	-10.1	1.1	.	8.6	.	.	6.8*	52.3*
O=C(O)CSc1ncnc2scc(-c3ccccc3)c12
  -12.5	-9.6	-1.4	1.0	24.0	0.5	0.3	-3.2	0.4
CC(Sc1nnc(C2CC2)n1N)C(=O)NC1CCCCC1C (stereo unspecified)
  -1.6	-8.1	-2.7	6.9	41.4	0.8	0.6	-1.8	3.7
O=C(c1ccc2[nH]c(=O)c(=O)[nH]c2c1)N1CCc2ccccc21
  -5.1	5.3	-1.1	-10.7	34.4	-0.1	0.2	-0.9	-3.2
O=C(O)c1ccccc1/C=N/Nc1ccc(S(=O)(=O)N2CCCC2)cc1[N+](=O)[O-]
  -4.9	-7.6	-1.9	-4.3	23.1	-0.6	-0.1	-1.7	4.3
Cc1cccc(NC2=C(Cl)C(=O)OC2OC(=O)c2ccco2)c1 (stereo unspecified)
  0.4	-9.7	0.5	-0.5	-17.0	0.1	0.3	-2.9	2.6
CCOC(=O)CC1(NC(=O)C2CCC(=O)N(C3CC3)C2)CCCCC1 (stereo unspecified)
  -12.1	-4.5	0.9	-4.7	10.0	9.7	-0.3	-0.6	1.6
O=C(Nc1ccccc1)c1ccc(NCc2ccco2)c(S(=O)(=O)N2CCOCC2)c1
  -19.5	-9.2	-0.6	3.6	13.6	-2.3	1.2	-3.7	16.4
CON(C)S(=O)(=O)c1cccc(C(=O)NC2CCSc3ccccc32)c1 (stereo unspecified)
  -23.5	-5.5	1.4	-9.3	32.0	5.9	6.4	-2.1	-3.0
Cc1cc(C)cc(OCC(=O)NN2C(=O)c3ccccc3C2=O)c1
  0.4	-3.3	-5.3	-1.0	-0.2	-2.1	-0.6	-2.1	-16.4
COc1cc(S(=O)(=O)NC(Cc2c[nH]c3ccccc23)C(=O)O)ccc1NC(C)=O (stereo unspecified)
  1.5	-4.4	-0.8	-5.6	50.8	0.3	4.2	5.9*	17.1
Cc1ccc(CNC(=O)CSc2nc3ccsc3c(=O)n2Cc2ccc(C(=O)O)cc2)cc1
  -50.0	-9.2	0.4	-6.6	-11.2	0.4	0.5	-0.7	-1.2
O=C(NCc1ccccc1)/C(NC(=O)c1ccccc1)=C(/Sc1ccccn1)c1ccccc1
  -30.4	-1.9	-1.6	-4.7	-44.6	-1.8	0.3	-3.0	-12.4
O=C(CCCN1C(=O)/C(=C/c2cccc(Br)c2)SC1=S)N1CCOCC1
  -7.9	-9.6	-2.5	-1.5	26.1	0.9	0.5	-2.9	2.3
COc1ccc(Cn2c(=O)cc(C)[nH]c2=S)cc1
  -3.2	-6.2	-2.7	-5.8	30.4	1.4	1.3	-2.1	-0.4
Cc1cc(C)cc(NC(=O)C2CCCN(c3ncccn3)C2)c1 (stereo unspecified)
  -28.6	-3.7	-1.7	0.4	55.3	-0.1	-0.8	-1.7	-2.8
COc1ccc(NCc2ccccc2[N+](=O)[O-])cc1OC
  4.8	-3.4	-1.8	-4.4	-15.9	-1.1	-0.8	0.1	-14.0
Cc1nc2ccccc2n1CC(=O)NC1CCCCCC1
  -3.6	-12.7	-3.9	-7.4	-7.6	7.6	4.6	-3.1	0.7
COc1ccc(Cn2nnnc2C(CC(C)C)N2CCC(C(N)=O)CC2)cc1 (stereo unspecified)
  -21.2	-8.6	-5.5	-3.4	65.6*	-0.8	0.4	-2.3	5.0

# Further records follow:
# The line under a structure holds: FID counter	GPR7 antagonist	VIM-2 inh	GalR3 antagonist	PHOSPHO1 block	OXTR agonist	V1R ag counter	IMP-1 inh	NS3 helicase inh
C=C(C)c1cccc(C(C)(C)NC(=O)NCC2COCCO2)c1 (stereo unspecified)
  -3.7	-5.7	-0.6	1.3	-3.2	-0.3	-0.9	-1.9	2.4
CC1CCCN(S(=O)(=O)c2ccc(S(=O)(=O)N3CCC4(CC3)OCCO4)cc2)C1 (stereo unspecified)
  -4.0	3.8	-3.5	2.8	3.1	-0.6	1.0	-2.9	5.8
CCOC(=O)c1c(CSC(=N)N)n(-c2ccccc2)c2cc(Br)c(OC(C)=O)cc12
  13.7	1.0	-0.8	-10.5	27.7	7.7	1.5	-2.2	-66.4
O=C(O)/C(=C\c1cn(-c2ccccc2)nc1-c1cccnc1)NC(=O)c1ccccc1
  -6.8	-6.2	-3.6	-4.8	37.4	-0.5	-1.0	-3.3	6.4
CNS(=O)(=O)c1ccc(NC(=O)c2cnn3c(C(F)F)cc(-c4ccccc4)nc23)cc1
  -7.1	-3.7	-2.5	-2.6	-14.1	1.0	-0.3	-0.2	11.6
O=C(O)c1cccnc1Br
  0.5	-3.5	-3.1	4.6	-1.1	0.0	0.2	-2.9	-14.7
CCc1cccc(C)c1NC(=O)CSc1nc2ccccc2n1CC(=O)N(C)C
  -20.2	-10.1	-1.4	1.2	-15.6	-1.3	0.3	-2.8	0.6
